Source: PubChem BioAssay (Southern Research Specialized Biocontainment Screening Center)
tuberculosis growth = growth inhibition of non-replicating M. tuberculosis (AID 488890) | 0.39% of 320,000 active | inhibition, % at 25 µM; hits with a dose series show IC50 in µM | Mycobacterium tuberculosis non-replicating, growth inhibition; higher % means a stronger effect; in the data active = a potency from the dose series; inconclusive = inhibition mostly from about 82% at the one dose, without a potency; inactive = the rest, 99 in 100 with inhibition below about 76%;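 note: plate controls were DMSO cells for no effect and high antibiotic wells for full effect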
H37Rv inhibition = M. tuberculosis growth inhibition, HTS (AID 449762); M. tuberculosis H37Rv growth inhibition, 7H9 media; higher % means a stronger effect; inhibition, % at 25 µM, or IC50 in µM where a hit was titrated; 0.59% of 330,000 active; in the data active = a potency from the dose series; inconclusive = inhibition above about 70% without an active follow-up result;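 note: bacterial growth assessed after seven days of incubation; strong numbers were not always called active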
H1N1 NS1A inhibition = NS1A inhibition, H1N1 influenza, cell based functional assay (AID 504329); inhibition, % at 12.5 µM; hits with a dose series show IC50 in µM; NS1A functional cell-based assay, percent inhibition; higher % means a stronger effect; 0.3% of 340,000 active; in the data active = a potency from the dose series; inconclusive = inhibition above about 27% without an active follow-up result; note: strong numbers were not always called active
PhoP GFP inhibition = PhoP regulon inhibitors, Salmonella typhi PhoP promoter GFP reporter, confirmatory (AID 1850); one-dose inhibition, % at 50 µM; IC50 in µM for titrated hits; 0.33% of 310,000 active; Salmonella Typhi PhoP-promoter GFP reporter, fluorescence, 4 h; higher % means a stronger effect; in the data active = a potency from the dose series; inconclusive = inhibition mostly from about 25% at the one dose, without a potency; inactive = the rest, 99 in 100 with inhibition below about 19%;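 note: 0% = induced wells with vehicle and 100% = uninduced wells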
VEEV TC-83 Vero = inhibitors of VEEV TC-83 cytopathic effect, confirmation, Vero cells (AID 588727) | Vero cells, VEEV TC-83 cytopathic effect inhibition; higher % means a stronger effect | one-dose inhibition, % at 20 µM; IC50 in µM for titrated hits | 0.13% of 350,000 active; in the data active = a potency from the dose series; inconclusive = inhibition mostly from about 14% at the one dose, without a potency; inactive = the rest, 99 in 100 with inhibition below about 12%; note: strong numbers were not always called active
VEEV TC-83 Vero 10K pilot screen = recorded beside VEEV TC-83 Vero, whose call it bears; inhibition, %; measured here: 10K pilot screen inhibition
Starred values were filed as active, the others as inactive; i = inactive; u = inconclusive; x = no result given.

Sample of the layout:
SMILES	tuberculosis growth	H37Rv inhibition	H1N1 NS1A inhibition	PhoP GFP inhibition	VEEV TC-83 Vero	others
O=C(CC1SC(=Nc2ccccc2)N(CCO)C1=O)Nc1ccccc1 (stereo not given)	-6%	0%	0%	4%	1.6%
NC(=O)c1ccc([N+](=O)[O-])cc1SCc1ccccc1	12%	-4%	3%	-13%	1.1%
CCC(CC)C(=O)c1c[nH]c(C(=O)NCc2ccncc2)c1	0%	2%	-1%	-15%	0.6%
CCCn1c(=O)c2ccccc2n2c(SCC(=O)NCc3cccs3)nnc12	-8%	-6%	7%	-3%	8.2%

All compounds of this part, from the start:
SMILES	tuberculosis growth	H37Rv inhibition	H1N1 NS1A inhibition	PhoP GFP inhibition	VEEV TC-83 Vero	others
O=C(CC1SC(=Nc2ccccc2)N(CCO)C1=O)Nc1ccccc1 (stereo not given)	-6%	0%	0%	4%	1.6%
NC(=O)c1ccc([N+](=O)[O-])cc1SCc1ccccc1	12%	-4%	3%	-13%	1.1%
CCC(CC)C(=O)c1c[nH]c(C(=O)NCc2ccncc2)c1	0%	2%	-1%	-15%	0.6%
CCCn1c(=O)c2ccccc2n2c(SCC(=O)NCc3cccs3)nnc12	-8%	-6%	7%	-3%	8.2%
COc1ccc(CN2CCC(Oc3ccc(C(=O)N4CCCCC4)cc3)CC2)cc1C	64%	2%	2%	-3%	0.6%
Cc1cccc(C)c1OCc1cc(C(=O)N2CCN(c3ccccn3)CC2)no1	33%	39%	7%	-1%	0.7%
C=CC[C@@H](Cc1ccc(F)cc1)C(=O)OC[C@H]1CCCN1C(=O)[C@@H](CC=C)CC(=O)N[C@@H](CO)Cc1ccccc1	51%	0%	-3%	x	i
O=C(NCc1cccc(Br)c1)C1CC(c2ccc(C(F)(F)F)cc2)=NO1 (stereo not given)	62%	-1%	3%	-3%	i
NC(=S)N/N=C\c1c(OCc2ccccc2Cl)ccc2ccccc12	u	9%	-6%	-24%	6.4%
O=C(CCS(=O)(=O)c1cccs1)N1CCN(c2ccc(F)cc2)CC1	-2%	-1%	4%	-3%	3.2%
CC(C)(C)NC(=O)C1CCN(C(=O)c2ccc(Br)cc2)CC1	-7%	-17%	-7%	-6%	1.4%
O=C(NCc1ccc2c(c1)OCO2)c1cc(-c2ccccc2)on1	1%	4%	-6%	-5%	0.6%
COc1ccc(OC)c(C(=O)NC(CC(N)=O)c2ccc(N3CCN(c4ccccn4)CC3)c([N+](=O)[O-])c2)c1 (stereo not given)	13%	-2%	3%	0%	0.6%	VEEV TC-83 Vero 10K pilot screen=0.5
CC(C)COC(=O)CNc1n[nH]c(=S)[nH]c1=O	8%	-2%	-7%	2%	1.1%
NNC(=O)c1cc2nc(-c3cccs3)cc(C(F)(F)F)n2n1	33%	9%	3%	-1%	1.0%
O=C(O)CSCNC(=O)CC12CC3CC(CC(C3)C1)C2	55%	-4%	1%	0%	1.6%
CC1CCCCC1NC(=O)c1ccc(NC2=NC3CS(=O)(=O)CC3S2)cc1 (stereo not given)	-1%	0%	5%	-4%	i
COc1cc2c(cc1OC)C(C)N(C(=O)Nc1ccc(F)cc1)CC2 (stereo not given)	2%	2%	-25%	4%	i
CCOC(=O)N1CCC(NC(=O)c2cc(C(=O)NCc3cccc(Cl)c3)ccc2CO)CC1	5%	21%	4%	7%	0.6%
C=C(c1ccccc1Cl)[n+]1ccccc1	-9%	9%	19%	11%	i
CCN(CC)C(=S)SCC(=O)c1ccc(Br)cc1	u	u	-9%	-7%	1.0%
CCC(=O)Nc1ccc(C(=O)NNC(=O)C2CCCCC2)cc1	-13%	4%	-4%	-4%	0.6%
O=C(NC(=S)NC1CCCCCCCCCCC1)c1cccnc1	5%	-3%	0%	-1%	i
Cc1nnc2n1-c1ccc(Br)cc1C(c1ccccc1Cl)=NC2	-6%	-8%	8%	-6%	1.3%
COCCn1c(C)cc(/C=C2/NC(=O)N(c3cccc(Cl)c3)C2=O)c1C	53%	5%	9%	0%	1.6%

The list goes on:
SMILES	tuberculosis growth	H37Rv inhibition	H1N1 NS1A inhibition	PhoP GFP inhibition	VEEV TC-83 Vero	others
Brc1ccccc1OCCOc1cccc2cccnc12	27%	7%	-18%	3%	0.9%
CC(=O)[C@H]1CCC2C3CC[C@H]4C[C@@H](O)CC[C@]4(C)C3CC[C@@]21C (stereo not given in full)	9%	10%	13%	x	0.7%
Cc1ccc2nc(SCC(=O)c3c(C)[nH]c4ccccc34)[nH]c2c1	26%	-1%	6%	-4%	12%
COc1ccc(CNC(=S)N2CCN(S(=O)(=O)c3cccc(F)c3)CC2)cc1	-10%	-1%	0%	0%	0.3%
COc1cccc(C(C(=O)NCC2CCCO2)N(C(=O)Cn2nnc3ccccc32)c2ccccc2C(C)=O)c1OC (stereo not given)	-10%	1%	4%	10%	0.4%
Cc1cc(Cl)ccc1OCC(=O)Nc1nc(-c2cccnc2)cs1	3%	2%	-10%	24%	1.7%
CCOc1ccc(-c2csc(NC(=O)C3CCCO3)n2)cc1 (stereo not given)	19%	62%	-9%	7%	i
NC(=O)c1ccc(C(F)(F)F)n(Cc2ccc(F)c(F)c2)c1=O	4%	8%	-1%	5%	1.0%
O=[N+]([O-])c1cccc(-c2nc3ccccc3s/c2=N/O)c1	21%	68%	4%	-9%	1.7%
CC(=O)Nc1ccc(C(=O)OCC(=O)NC2CCCCCCC2)cc1	21%	6%	-8%	-30%	3.1%
Cc1cccc(NC(=S)N2CCCCC2c2cccnc2)c1C (stereo not given)	-8%	-2%	1%	3%	3.0%
CCOC(=O)N1CCN(C(=O)CCc2ccc(S(=O)(=O)NC(C)(C)C)cc2)CC1	-8%	-7%	-6%	2%	0.3%
O=C(N[C@@H](Cc1ccccc1)C(=O)OCc1ccccc1)c1nc[nH]c1C(=O)N[C@@H](Cc1ccccc1)C(=O)OCc1ccccc1	-15%	1%	-2%	-3%	1.0%
CCCCNC(=O)c1c(O)c2cccc3c2n(c1=O)CCC3	8%	-4%	2%	-5%	6.3%	VEEV TC-83 Vero 10K pilot screen=5.4
Cc1c(CC(=O)O)c(=O)oc2c(C)c(OCc3ccc(F)cc3Cl)ccc12	14%	4%	-8%	6%	i
CCOc1cc2[nH]c(=O)n(CCCCC(=O)NC3CCCCCC3)c(=O)c2cc1OCC	-12%	0%	-7%	-8%	7.4%
Cc1c(C(=O)NCc2ccc3c(c2)OCO3)oc2ccc(S(=O)(=O)N3CCC(C)CC3)cc12	-5%	-13%	3%	-11%	6.8%
O=C(CCC(=O)NNC(=S)Nc1ccccc1)NCc1ccccc1	-15%	2%	18%	3%	3.3%
c1cc2c(cc1-c1[nH]ncc1CN1CC3C[C@@H]4CC1C[C@H](C3)C4)OCO2	-14%	-8%	13%	5%	i
Cc1cc(-n2c(SCC(=O)NCCC3=CCCCC3)nc3n[nH]c(C)c3c2=N)ccc1Cl	0%	2%	2%	-14%	3.9%
Cc1ccccc1NC(=O)NC1(C(=O)N2CCC(C(N)=O)CC2)CCCCC1	-8%	-1%	-6%	5%	i
COc1cc2c(cc1O)CCN(C(=O)CSc1nncn1C)[C@@H]2C	1%	-7%	1%	x	0.9%
COc1ccc(Oc2cc(C)nc(Cl)n2)nn1	-3%	-1%	6%	3%	3.0%
CC1CCCC(NC(=O)C2CCN(S(=O)(=O)c3cnc[nH]3)CC2)C1C (stereo not given)	1%	0%	-14%	4%	1.3%
COc1cc(OC)cc(C(=O)Nc2ccc(S(=O)(=O)Nc3ncccn3)cc2)c1	19%	2%	12%	7%	0.2%

Next section
SMILES	tuberculosis growth	H37Rv inhibition	H1N1 NS1A inhibition	PhoP GFP inhibition	VEEV TC-83 Vero	others
O=C(CSc1nc2[nH]ncc2c(=O)[nH]1)c1ccccc1	23%	0%	0%	-6%	0.8%
O=S(=O)(c1ccc(Cl)cc1)N1c2ccccc2Oc2nc3ccccc3nc21	-10%	-6%	-4%	-1%	4.0%
CC(C)(C)N(Cc1ccccc1)C(=O)c1cccs1	7%	8%	-7%	-3%	i
COc1cc(OC)c(OC)cc1/C=N/n1c(C)nnc1C	8%	-10%	-10%	1%	1.8%
O=C(c1ccco1)N1CCN(CCOc2ccc(F)cc2)CC1	-2%	-3%	-11%	-7%	i
CC(=O)N1C(c2ccccc2O)C[C@]2(C)CC(=O)NC12 (stereo not given in full)	-14%	-5%	x	14%	i
Cc1nc2c(C)cccn2c1/C(O)=C1\C(=O)C(=O)N(CCN(C)C)C1c1ccco1 (stereo not given)	-6%	1%	3%	-1%	0.5%
O=C(CSc1nnnn1Cc1ccccc1)Nc1ccccc1	u	-2%	19%	3%	i
COc1ccc(CNn2c(C)nc3ccccc3c2=O)cc1	-6%	-1%	7%	-13%	7.9%
CCOC(=O)CCCNC(=O)CCNC(=O)c1ccc(OC(C)C)cc1	12%	2%	0%	-8%	0.5%
COC(=O)/C(=C/c1ccc2c(c1)c1ccccc1n2C)NC(=O)c1ccccc1	-25%	-3%	-6%	-9%	8.1%
CC(=O)NCC(c1cccs1)S(=O)(=O)c1ccc(F)cc1 (stereo not given)	0%	1%	3%	0%	0.6%
CS(C)(=O)=NS(=O)(=O)c1ccc(Cl)cc1	11%	-12%	4%	-12%	6.7%
Cc1ccc(C(=O)COC(=O)C2CC(=O)N(c3nc(-c4ccccc4)cs3)C2)cc1 (stereo not given)	u	58%	1%	-3%	i
COc1ccc(-n2nc(N)c(C(N)=O)n2)cc1	-5%	-4%	x	7%	2.5%
COc1ccccc1NC(=O)OCC#CCOC(=O)Nc1ccccc1OC	2%	8%	0%	-3%	3.6%
COc1cc(-c2nc3ccccn3c2/N=C/c2cc(OC)c(OC)c(OC)c2)ccc1O	31%	-1%	18%	1%	i
O=C1c2oc3ccccc3c(=O)c2C(c2cccnc2)N1Cc1ccco1 (stereo not given)	26%	11%	12%	-13%	3.8%
COc1ccc(C)cc1NC(=O)CN1CCN(c2ccccc2F)CC1	60%	u	-1%	3%	0.5%
NC(=O)c1c(NC(NC(=O)c2ccco2)C(=O)c2ccc(Cl)cc2)sc2c1CCCC2 (stereo not given)	3%	-1%	2%	-19%	6.5%
Cc1cc(C)cc(OCC(=O)N(Cc2ccco2)c2c(N)n(Cc3ccccc3)c(=O)[nH]c2=O)c1	20%	3%	-9%	x	2.2%
CC1(C)CC(=O)N(c2ccc(Cl)c(Cl)c2)C(=O)C1	-15%	-9%	-7%	-2%	0.8%
Cc1ccc(-c2nnc(-c3cc(C)on3)o2)cc1	71%	6%	0%	1%	1.2%
CCC1(CC)N([O-])C(C)=C(c2ccccc2)[N+]1=O	8%	2%	-3%	-13%	0.9%
COc1ccccc1N1CCN(C(=O)C2CCN(C(=O)c3ccccc3Cl)CC2)CC1	7%	-1%	-8%	-1%	1.7%

A draw from above in order of formula weight, low to high:
SMILES	tuberculosis growth	H37Rv inhibition	H1N1 NS1A inhibition	PhoP GFP inhibition	VEEV TC-83 Vero	others
CCC1(CC)N([O-])C(C)=C(c2ccccc2)[N+]1=O	8%	2%	-3%	-13%	0.9%
O=S(=O)(c1ccc(Cl)cc1)N1c2ccccc2Oc2nc3ccccc3nc21	-10%	-6%	-4%	-1%	4.0%
Cc1ccc(C(=O)COC(=O)C2CC(=O)N(c3nc(-c4ccccc4)cs3)C2)cc1 (stereo not given)	u	58%	1%	-3%	i

Following part.
SMILES	tuberculosis growth	H37Rv inhibition	H1N1 NS1A inhibition	PhoP GFP inhibition	VEEV TC-83 Vero	others
CCN(CC)C(=O)CCSc1nnc(-c2ccncc2)o1	52%	-1%	-3%	-5%	i
Cn1c(=O)[nH]c(=O)c2c1nc(Br)n2Cc1ccccc1F	-2%	-6%	-2%	1%	0.8%
Cc1cc(C)c(C)c(OCC(=O)N2CCOCC2)c1	0%	2%	-18%	5%	0.1%
O=C(Cc1ccccc1)NC1CCN(S(=O)(=O)c2ccc(C(=O)O)cc2)CC1	-4%	-1%	3%	-2%	0.1%
O=C1N(c2ccccc2)C(=Nc2ccccc2)SC12CC2	-14%	-4%	-17%	11%	i
CC(=O)OC[C@H]1O[C@@H](Sc2cccc3cccnc23)[C@H](OC(C)=O)[C@@H](OC(C)=O)[C@H]1OC(C)=O	5%	-3%	-7%	1%	0.1%
CCOc1ccc(Br)cc1S(=O)(=O)Nc1cccc(S(=O)(=O)Nc2ccccc2C(=O)O)c1	6%	7%	-5%	x	3.9%
NCC(O)(c1ccc(Cl)cc1)c1ccc(Cl)cc1	-9%	11%	-13%	-1%	i
COc1cc(C(=O)NCCCNc2ccc([N+](=O)[O-])cc2)cc(OC)c1OC	15%	2%	3%	2%	3.9%
COc1ccc(C#Cc2ccc3c(=O)c4ccccc4n(C)c3c2)cc1	34%	68%	-10%	3%	0.3%
